# HePTP inh: inhibitors of human HePTP phosphatase, primary screen, biochemical, absorbance, leukemia target. Tyrosine-protein phosphatase non-receptor type 7 (Homo sapiens), P35236. 110,000 compounds, 0.64% hits. inhibition, % at 20 µM. recombinant HePTP phosphatase activity, OD absorbance; in the data active = inhibition above about 50%;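 note: plate controls were vehicle for no effect and reference inhibitor for full effect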
# Target sequence (P35236 whole entry, looked up): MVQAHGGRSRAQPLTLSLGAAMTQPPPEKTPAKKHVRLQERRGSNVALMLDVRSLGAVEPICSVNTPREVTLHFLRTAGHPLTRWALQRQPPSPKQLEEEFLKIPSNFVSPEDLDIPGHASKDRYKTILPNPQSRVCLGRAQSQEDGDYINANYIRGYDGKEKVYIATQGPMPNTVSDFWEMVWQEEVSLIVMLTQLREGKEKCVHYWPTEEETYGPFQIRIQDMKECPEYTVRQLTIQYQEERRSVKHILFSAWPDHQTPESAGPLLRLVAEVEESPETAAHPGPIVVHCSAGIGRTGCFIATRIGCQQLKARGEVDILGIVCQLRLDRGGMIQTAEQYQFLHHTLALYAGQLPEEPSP
# BAP1 inh: inhibitors of BAP1 deubiquitinase, primary screen, biochemical, Ub-AMC fluorescence, kinetic; Ubiquitin carboxyl-terminal hydrolase BAP1 (Homo sapiens), Q92560; recombinant BAP1, Ub-AMC hydrolysis fluorescence kinetic; stronger effect = lower value; activity remaining (% of control), % at 20 µM; 72,000 compounds, 0.48% hits;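 active = activity remaining at or below 50% of control, provided the compound also passes the data quality filters; inactive = the rest, including low values that fail the filters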;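 note: 100% = DMSO wells rate and 0% = substrate alone blank rate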
# Target sequence (Q92560 whole entry, looked up): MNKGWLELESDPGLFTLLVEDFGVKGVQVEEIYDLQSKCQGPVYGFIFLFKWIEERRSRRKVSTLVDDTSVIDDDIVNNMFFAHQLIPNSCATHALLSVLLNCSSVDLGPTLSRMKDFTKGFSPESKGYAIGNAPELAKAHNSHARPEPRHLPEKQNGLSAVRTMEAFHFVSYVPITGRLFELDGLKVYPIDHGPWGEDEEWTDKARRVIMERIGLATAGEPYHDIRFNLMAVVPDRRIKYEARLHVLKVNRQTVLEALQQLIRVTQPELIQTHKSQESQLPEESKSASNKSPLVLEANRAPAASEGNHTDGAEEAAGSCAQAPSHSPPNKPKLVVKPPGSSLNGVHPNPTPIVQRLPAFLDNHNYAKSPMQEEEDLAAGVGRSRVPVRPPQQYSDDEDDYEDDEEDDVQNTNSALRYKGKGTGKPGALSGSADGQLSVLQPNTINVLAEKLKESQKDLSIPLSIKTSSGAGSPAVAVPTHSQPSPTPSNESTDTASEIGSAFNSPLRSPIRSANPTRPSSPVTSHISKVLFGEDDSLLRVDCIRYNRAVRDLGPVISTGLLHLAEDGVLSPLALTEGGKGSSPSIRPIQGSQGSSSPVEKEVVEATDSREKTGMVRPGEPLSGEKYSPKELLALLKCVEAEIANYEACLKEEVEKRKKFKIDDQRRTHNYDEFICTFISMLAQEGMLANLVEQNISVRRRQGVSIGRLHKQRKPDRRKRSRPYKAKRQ
# Active calls of the source: *; / = not tested or not shown; & = joins results of further samples.
# Under each structure – HePTP inh, BAP1 inh
1: C[C@H]1CC2C3CCC4=CC(=O)C=C[C@]4(C)[C@@]3(Cl)[C@@H](O)C[C@]2(C)[C@@]1(O)C(=O)CO (stereo not given in full)
  /, 98.0
2: CCN1CCN(c2ncc(C(=O)N3CCN(c4ccccc4OC)CC3)c3ccccc23)CC1
  4.2, 100.1
3: COc1ccccc1OCCOc1c(I)cc(/C=C2/SC(=S)N(C)C2=O)cc1OC
  1.8, /
4: CS(=O)(=O)c1ccc(-c2nn[nH]n2)cc1
  6.6, 83.8
5: Cc1ccc(C(c2sc3ncnn3c2O)N2CCCCC2)cc1 (stereo not given)
  2.7, 111.1
6: O=C(NCc1ccccc1)c1cc(-c2ccco2)nc2ccccc12
  19.3, /
7: CS(=O)CSc1nc2c(cc1C#N)CCCC2 (stereo not given)
  4.1, 118.9
8: O=C(NC1(O)C(=O)c2ccccc2C1=O)c1ccccc1
  3.2, 97.0
9: O=C(CN(CC1CCCO1)C(=O)CCC(=O)Nc1nccs1)NCC1CCCO1 (stereo not given)
  -3.3, 105.6
10: COc1cc(NC(=O)c2cccnc2)c(OC)cc1NC(C)=O
  6.9, /
11: CCc1ccccc1NC1=C(Cl)C(=O)N(c2ccccc2Cl)C1=O
  -1.2, 51.4
12: Cc1cc(C(=O)CSc2nnc(-c3cccs3)n2Cc2ccccc2)c(C)n1C
  -8.4, 79.8
13: COc1cc(OC)cc(C(=O)NCCn2ccc3ccccc32)c1
  -1.3, 84.0
14: COc1cc(/C=C2/SC(=S)N(CCC(=O)O)C2=O)cc(Br)c1O
  -8.6, /
15: COc1ccc(N2CCN(CCNC(=O)c3c(C)cc(=O)oc3C)CC2)cc1
  1.9, 85.4
16: Cc1cc(C)c2c(=O)[nH]n(C3CC(C)N(C)CC3C)c2n1 (stereo not given)
  4.0, 113.4
17: CCN(CC)C(=O)CSc1nnc([C@@H](NC(=O)OC(C)(C)C)C(C)C)o1
  -7.4, 68.2
18: CCOc1ccc(C(=O)Nc2cccc(C(=O)Nc3cccc4ccccc34)c2)cc1[N+](=O)[O-]
  /, 71.1
19: Cn1cnnc1SCC(=O)Nc1ccccc1
  7.5&-3.4, 95.2
20: C=CCSc1nc2c(cnn2-c2ccc(C)c(C)c2)c(=O)[nH]1
  2.7, 101.8

# (listing goes on)
# Under each structure – HePTP inh, BAP1 inh
21: COc1ccc(OC)c(NC(=O)C2C3CC4OC(=O)C2C4C3)c1 (stereo not given)
  10.5, 69.6
22: CC(=O)Nc1c(C(=O)N2CCOCC2)sc2nc3c(cc12)COC(C)(C)C3
  2.2, 85.5
23: O=C(NCc1cccs1)C1CCCN(S(=O)(=O)c2ccc3c(c2)OCO3)C1 (stereo not given)
  6.1, /
24: Cc1ccc(C(=O)N/C(=C\c2cn(-c3ccccc3)nc2-c2ccc(F)cc2)C(=O)NCc2cccnc2)cc1
  2.2, /
25: Cc1csc(NC(=O)CSc2nnc(C)s2)n1
  -5.7, 74.2
26: COC(=O)CSc1nnc(CNc2ccc(F)cc2)o1
  2.0, 97.0
27: COc1ccc(-n2c(SCc3nnc(-c4ccccc4)o3)nnc2-c2ccccc2)cc1
  5.8, 82.1
28: Cc1cccc(N(C(=O)CCC(=O)Nc2cc(C)on2)C(C(=O)NC2CCCC2)c2ccncc2)c1 (stereo not given)
  6.7, 99.4
29: COc1ccc(S(=O)(=O)N(CC(=O)NCCc2ccc(OC)c(OC)c2)Cc2ccccc2)cc1
  -1.6, /
30: CC(=O)NC1=NC(=O)/C(=C/c2ccc(C)cc2)S1
  6.7, /
31: OCCN(Cc1ccccc1)Cc1ccc(F)c(F)c1
  1.3, 89.2
32: c1csc(-c2csc3ncnc(NCCCN4CCOCC4)c23)c1
  -9.9, 94.3
33: O=C(Nc1ccc(C(=O)N2CCOCC2)cc1)c1c(Cl)cccc1Cl
  12.5, /
34: O=C(CSCc1ccccn1)Nc1ccccc1
  -2.7, 83.5
35: O=C(Nc1ccc2ccccc2c1)c1cccnc1
  11.8, 89.1
36: Cn1c(=O)c2c(SCc3ccccc3)nc(-c3ccco3)nc2n(C)c1=O
  11.4, 63.7
37: Cc1c(NC(=O)C(C)Sc2ccc(Cl)cc2)c(=O)n(-c2ccccc2)n1C (stereo not given)
  2.8, /
38: Cc1cccc(C(=O)Nc2ccc3oc(-c4ccc(N(C)C)cc4)nc3c2)c1
  11.6, /
39: CCCOc1ccc(/C=C2\C(=O)NN(c3ccccc3)C2=O)cc1
  7.7, /
40: O=C(NCc1ccccc1)c1cc2ccccc2o1
  /, 71.6

# Next part
# Under each structure – HePTP inh, BAP1 inh
41: OCC#CCSc1nnc(-c2ccc(Br)cc2)o1
  -0.1, 92.5
42: CN1CCCC1CCOC(C)(c1ccccc1)c1ccc(Cl)cc1 (stereo not given)
  /, 91.1
43: O=C(/C=C/c1ccc(Cl)cc1)Nc1cccc([N+](=O)[O-])c1
  18.1, /
44: Cc1ccc(CNC(=O)CCNC(=O)Cn2ccc3ccccc3c2=O)o1
  5.7, /
45: O=C(NCC(c1cccnc1)N1CCOCC1)c1cccc(Cl)c1 (stereo not given)
  7.2, 100.7
46: Cc1ccc(NC(=O)C2CC(=O)N(c3ccc(Br)cc3)C2)cc1C (stereo not given)
  0.6, /
47: Cc1ccc(C(=O)CSc2n[nH]c(C)n2)cc1
  1.7, 99.6
48: CN(C)CCNC(=O)c1cc2c(=O)n(C)c3ccccc3c2n1C
  7.0, 80.0
49: O=C(c1ccco1)N1CCN(c2nc(C3CC3)nc3sc4c(c23)CCCC4)CC1
  7.6, 72.1
50: COc1ccc(CC(=O)N/N=C(\C)CC(=O)Nc2ccccc2C)cc1OC
  -6.0, /
51: O=C(Cn1cnc2c(nnn2Cc2ccccc2)c1=O)c1ccccc1
  2.0, 89.9
52: CCOC(=O)Cc1nnc2c(Nc3ccc(Cl)cc3)nc3nonc3n12
  8.9, 129.5
53: CC(=O)C1C(c2ccccc2F)c2c(noc2C)CC1(C)O (stereo not given)
  -0.8, /
54: Cc1cc(=O)oc2ccc(Oc3ccc(C#N)cc3[N+](=O)[O-])cc12
  /, 148.5
55: O=C(NCc1ccncc1)c1c(F)c(F)c(F)c(F)c1F
  9.4, 157.1
56: Nc1ccc2oc(-c3cccc(Cl)c3)nc2c1
  0.9, /
57: Cc1nnc(Oc2ccc([N+](=O)[O-])cc2)c2ccccc12
  1.0, /
58: O=C(NCc1ccco1)C1CCN(S(=O)(=O)c2ccc(-n3cnnn3)cc2)CC1
  0.2, 95.8
59: O=C(NNC(=O)c1ccc(-c2ccccc2)cc1)Nc1ccccc1
  0.2, /
60: Cc1nc2ccc(NC(=O)NCc3ccco3)cc2s1
  13.5, 111.3

# (more compounds)
# Under each structure – HePTP inh, BAP1 inh
61: COc1ccc(-c2cc(C(=O)Nc3ccc(F)c([N+](=O)[O-])c3)c3ccccc3n2)cc1OC
  1.2, /
62: CC(C)NC(=O)C1CCCN(c2nnc(-n3cccc3)s2)C1 (stereo not given)
  7.7, 103.1
63: Oc1c(Br)cc(Cl)cc1/C=N/Nc1nnc2c(n1)[nH]c1ccccc12
  -1.5, /
64: O=C(Nc1ccc2c(c1)OCO2)c1cnn2c(C(F)(F)F)cc(-c3cccs3)nc12
  3.8, /
65: O=C(c1ccco1)N1CCN(S(=O)(=O)c2ccc(Oc3ccccc3)cc2)CC1
  -2.8, 127.8
66: Cc1ccccc1-c1cc2nc(C)c(Cl)c(=O)n2[nH]1
  4.3, /
67: O=C(NCCN1CCN(C(=O)Nc2ccccc2)CC1)Nc1ccccc1
  4.1, 93.3
68: Cc1ccc(S(=O)(=O)Nc2c(C)cc(O)c(Br)c2C)cc1
  0.1, /
69: COc1cc(/C=C2\C(=O)NC(=O)N(c3ccc(C)cc3)C2=O)ccc1OCc1ccccc1
  -10.8, /
70: NC(=O)c1cccc(NC(=O)c2ccc(-c3ccccc3)cc2)c1
  -29.1, /
71: Nc1ccccc1NC(=O)c1ccccc1
  -2.1, 98.5
72: CN1C(=O)CC(c2ccco2)Sc2ccccc21 (stereo not given)
  4.1, 112.9
73: O=C(O)CCc1ccc(-c2ccccc2)o1
  5.4, 75.7
74: NC(=O)C1CCCN(C(=O)c2ccc(Cl)cc2)C1 (stereo not given)
  -1.3, 101.7
75: Cc1cc(NC(=O)COC(=O)C(Cc2ccccc2)NC(=O)c2ccco2)no1 (stereo not given)
  4.0, 111.1
76: Cc1ccc(-c2c(CCC(C)(O)c3ccccc3)oc3ccccc23)o1 (stereo not given)
  -14.5, /
77: CCNC(=O)CC1C(=O)N(c2ccc(F)cc2)C(=O)N1Cc1ccccn1 (stereo not given)
  1.6, 99.7
78: Cc1nnc(SCC(=O)c2ccc(Cl)cc2)s1
  /, 108.6
79: CC(C)c1ccc(NC(=O)CN(Cc2ccccc2)S(=O)(=O)c2ccccc2)cc1
  4.2, /
80: COc1ccc2c(c1)c1c3n2CCN(C)C3=NCC1
  5.1, 90.9

# (cont.)
# Under each structure – HePTP inh, BAP1 inh
81: OC[C@H]1O[C@@H](n2cnc3c(NC4CCCC4)ncnc32)C(O)[C@H]1O (stereo not given in full)
  /, 100.8
82: Cc1nn(C)c(C)c1NS(=O)(=O)c1ccccc1
  15.2, 87.2
83: Cc1c(N2C(=O)CSC23C(=O)Nc2ccccc23)c(=O)n(-c2ccccc2)n1C (stereo not given)
  5.3, 104.8
84: COc1ccc(C2C(C(=O)OCC3CCCO3)=C(C)NC3=C2C(=O)CC(C)(C)C3)c(OC)c1OC (stereo not given)
  -11.4, /
85: O=C(Nc1nc(-c2ccc(Cl)cc2Cl)cs1)c1cccc(Cl)c1
  -2.7, /
86: CC(C)C(c1nnnn1Cc1ccccc1)N(CCCO)Cc1cc2cc3c(cc2[nH]c1=O)OCO3 (stereo not given)
  14.6, /
87: Cc1ccc(C=C2C(=O)N(C)C(=S)N(c3ccccc3)C2=O)s1
  -1.9, /
88: CC(C)(C)C1CCc2nc3ccccc3c(C(=O)O)c2C1 (stereo not given)
  9.3, /
89: CCc1ccc(N2NC(=O)/C(=C/c3ccc(N4CCOCC4)cc3)C2=O)cc1
  -2.5, /
90: COc1ccc(OC)c(C(c2nnnn2C(C)(C)C)N2CCc3ccccc3C2)c1 (stereo not given)
  -0.1, 86.2
91: CCC(C)c1ccc(O)c(N)c1 (stereo not given)
  2.1, 95.7
92: O=C(Nc1ccncc1)c1cc2c(ccc3ccccc32)oc1=O
  -0.5, 163.3
93: Cc1c(C(=O)OC(C)C)sc(NC(=O)C(C)(C)C)c1C(=O)OC(C)C
  -5.3, /
94: O=c1nc(/C=C/c2cccn2-c2ccc([N+](=O)[O-])cc2)cc(C(F)(F)F)[nH]1
  19.2, /
95: CN1C(=O)N(C)C2CC1N(C)C(=O)N2C
  0.4, 110.1
96: Cc1ccc(OCCn2c(C)c(/C=N/n3cnnc3)c3ccccc32)cc1
  4.5, 72.5
97: CCOC(=O)c1c(C)[nH]c(C(=O)COC(=O)c2cn(CC)c3nc(C)ccc3c2=O)c1C
  2.9, 64.8
98: CCOC(=O)N1CCN(c2nc(C)cc(C(F)(F)F)n2)CC1
  2.9, /
99: O=C(Oc1ccc2ccc(OC(=O)N3CCOCC3)cc2c1)N1CCOCC1
  5.4, 94.2
100: CCOC(=O)c1c(-c2ccc(OC)cc2)nc2nonc2c1N
  9.0, 79.3

# Additional results follow.
# Under each structure – HePTP inh, BAP1 inh
101: COc1ccc(CCNC(=O)COc2ccccc2C)cc1OC
  -12.8, /
102: CCSc1nc2c(c(=O)[nH]1)C(C(C)C)C(C#N)=C(N)O2 (stereo not given)
  -2.1, 93.8
103: C=CCOc1ccc(/C=C2\C(=O)NC(=O)N(c3ccc(Cl)cc3)C2=O)cc1OC
  1.9, /
104: O=C(CSc1nnc(-c2cccnc2)n1Cc1ccco1)c1ccc(Cl)c(Cl)c1
  10.9, /
105: COc1ccc(Br)cc1/C=C/C(=O)NCc1ccccc1
  2.1, /
106: CCOc1ccc(NC(=O)c2cccc([N+](=O)[O-])c2C)cc1
  /, 76.3
107: O=C(N/N=C/c1sc2ccccc2c1Cl)c1ccncc1
  11.6, /
108: CCOc1ccc(CCNC(=O)C(CC)n2nc(C)n3c(cc4sccc43)c2=O)cc1OCC (stereo not given)
  9.9, 112.8
109: O=C(/C=C/c1ccc(Cl)cc1)Nc1ccc(N2CCCCC2)cc1
  3.5, /
110: COC(=O)CCC(=O)Nc1nc(-c2ccccc2)cs1
  8.3, 96.0
111: C/C(=N/NS(=O)(=O)c1ccccc1)c1ccc(NC(=O)C(F)(F)F)cc1
  -4.9, /
112: COc1cc(CN2CCN(c3ccccc3F)CC2)cc(OC)c1O
  7.9, 97.9
113: O=C(CC1S/C(=N\N=C\c2cccc(O)c2)NC1=O)Nc1ccccc1C(F)(F)F (stereo not given)
  4.8, /
114: Nc1ccc(C(=O)Nc2ccccc2C(=O)O)cc1
  -4.4, /
115: O=C(CCCCn1c(=O)c2ccccc2n(CC(=O)Nc2cccc(F)c2)c1=O)NCc1ccco1
  2.3, 95.0
116: CC(C)CN(CC(C)C)c1nc(N)c(C#N)c(CC#N)c1C#N
  2.3, 71.0
117: CCOC(=O)c1c(C)oc2cc(Br)c(O)c(CN(C)C)c12
  3.0, /
118: CC(=O)Nc1ccccc1NC(=O)C(F)(F)F
  1.9, 90.7
119: NC12CC3CC(C1)CC(O)(C3)C2
  -6.1, 108.2
120: Cc1cc(/C=C2\C(=O)NC(=S)N(c3cccc(Cl)c3Cl)C2=O)c(C)n1C
  4.1, /

# (listing goes on)
# Under each structure – HePTP inh, BAP1 inh
121: COc1ccc(C2CC(C(F)(F)F)n3nc(C(=O)Nc4ccccc4SC)c(Cl)c3N2)cc1 (stereo not given)
  -11.7, 65.8
122: O=C(CC1S/C(=N\N=C\c2cccs2)NC1=O)Nc1ccc(Cl)cc1Cl (stereo not given)
  4.8, /
123: CCn1c(=NC(=O)CSC(C)=O)sc2ccccc21
  10.5, 94.9
124: CCCc1nc(SCC(=O)N2CCCC2)c2ccccc2n1
  2.8, 102.4

# Screens from PubChem BioAssay.
